# Screening data deposited in PubChem BioAssay by several laboratories.
# Glyco luc inh: increase of ERlucT glycosylation luciferase signal, primary screen, N-linked glycosylation inhibitor project, D54 ERlucT cells, luminescence, set 2. D54 ERlucT glycosylation luciferase reporter, 24 h; percent of 100 nM tunicamycin response. reporter increase, % at 12.5 µM. actives 0.23% (n = 360,000);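 active = mean luciferase reporter signal, scaled so untreated is 0 and the glycosylation-blocking control 100, at or above a set limit in every replicate; inconclusive = mean reaches the limit but not every replicate does; inactive = mean below the limit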;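 also: luciferase carries N-glycosylation sites so blocking glycosylation raises the light; 0% = median of neutral control wells and 100% = median of 100 nM tunicamycin wells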
# CaV13 ICDI inh: Disruptors of the CACNA1D IQ motif to Ca2+-dependent inactivation inhibitor domain association, primary screening, Förster resonance energy transfer in intact living …; actives 0.098% (n = 340,000); HEK cells, CFP/YFP FRET ICDI-IQ, plate reader, 10 min; percent FRET-ratio fall versus neutral wells; AID 743397; inhibition, % at 12.3 µM;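 active = mean replicate inhibition of at least 30% and at least 1% of replicates passing that level; inconclusive = only one of the two criteria is met; inactive = neither criterion is met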;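 also: 0% = median of the neutral control wells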
# ABCB6 inh MLPCN: ABCB6 transporter inhibitors, primary screen, K562-ABCB6 cells, flow cytometry, MLPCN library | ATP-binding cassette sub-family B member 6 (Homo sapiens), Q9NP58 | K562-ABCB6 porphyrin accumulation, 1 h; active compounds read low | fluorescence ratio to DMSO, % at 10 µM | actives 0.19% (n = 360,000);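 active = fluorescence ratio to DMSO below 75%, the collection mean minus 3 SD; inconclusive = too few cells collected in the well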;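 also: signal is porphyrin accumulated inside mitochondria; 100% equals median channel fluorescence of DMSO control wells; lower ratio means ABCB6 inhibition with less porphyrin fluorescence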
# Target sequence (Q9NP58 whole entry, looked up): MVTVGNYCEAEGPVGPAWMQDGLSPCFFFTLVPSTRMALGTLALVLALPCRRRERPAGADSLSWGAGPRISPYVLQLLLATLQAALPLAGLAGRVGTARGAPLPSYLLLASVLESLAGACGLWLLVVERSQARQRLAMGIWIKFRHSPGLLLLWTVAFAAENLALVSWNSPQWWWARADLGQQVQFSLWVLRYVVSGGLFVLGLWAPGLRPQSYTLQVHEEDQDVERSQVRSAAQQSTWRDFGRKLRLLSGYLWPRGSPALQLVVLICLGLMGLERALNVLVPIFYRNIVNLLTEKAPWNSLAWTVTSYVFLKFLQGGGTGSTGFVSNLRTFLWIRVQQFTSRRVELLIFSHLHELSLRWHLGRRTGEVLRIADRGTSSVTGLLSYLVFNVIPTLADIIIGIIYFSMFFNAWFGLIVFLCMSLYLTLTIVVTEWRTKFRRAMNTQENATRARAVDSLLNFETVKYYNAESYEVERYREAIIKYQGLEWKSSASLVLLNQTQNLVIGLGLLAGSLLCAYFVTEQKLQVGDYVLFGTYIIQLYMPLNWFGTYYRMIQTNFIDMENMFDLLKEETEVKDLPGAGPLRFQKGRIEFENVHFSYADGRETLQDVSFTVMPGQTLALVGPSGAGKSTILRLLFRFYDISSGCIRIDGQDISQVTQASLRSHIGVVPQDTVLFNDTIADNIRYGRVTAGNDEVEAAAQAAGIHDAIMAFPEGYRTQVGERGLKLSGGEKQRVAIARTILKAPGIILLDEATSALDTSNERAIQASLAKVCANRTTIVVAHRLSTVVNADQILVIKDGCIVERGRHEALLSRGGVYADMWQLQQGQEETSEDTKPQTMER
# iPSC survival up: enhancers of single-cell hiPSC survival, primary screen, ATPlite luminescence. 100% = ROCK inhibitor wells, 0% = DMSO. survival enhancement, % at 20 µM. actives 0.044% (n = 360,000). AID 602274, 2012; in the data active = survival enhancement above about 18%;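 also: cells exposed to compounds for 16 hours before the ATP read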
# Vif imaging: HIV Vif self-association inhibitors, primary screen, imaging, HEK293T, single point; HEK293T cells, Vif self-association by quenched fluorescence, 24 h; inhibition, % at 7.49 µM; actives 0.35% (n = 340,000); AID 602346, 2012; in the data active = inhibition above about 50%, passing the limit was not always enough; inconclusive = no clear call, values can overlap the other calls; inactive = below about 31%; also: some results filed as inactive read as strong as hits
# aDG glyco act: activators of alpha-DG glycosylation, primary screen, uHTS, Pro5-aDG cells, AlphaScreen; actives 0.22% (n = 360,000); AID 624168, 2012; activation, % at 10 µM; alpha-DG glycosylation AlphaScreen (IIH6); 0% Pro5, 100% B10-LARGE cell signal;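 active = activation of at least 8% versus controls, or a plate z-score of at least 8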;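 also: Pro5 are CHO cells carrying HIG-tagged alpha-DG that lacks glycosylation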
# PDI inh: inhibitors of human PDI, primary screen, biochemical, turbidity, single point, plate reader; Protein disulfide-isomerase (Homo sapiens), P07237; PDI insulin aggregation turbidity, A650, 90 min; actives 0.052% (n = 350,000); inhibition, % at 10 µM;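 active = mean inhibition across replicates of 30% or more, whatever share of single replicates reach that level; inconclusive = mean inhibition below 30% while every single replicate reaches 30%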;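 also: absorbance from insulin aggregation driven by PDI reduction with DTT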
# HTR2A ag: mouse Htr2a agonists via beta-arrestin recruitment, primary screen, cell-based, luminescence; 5-hydroxytryptamine receptor 2A (Mus musculus), P35363; CHO-K1 mHTR2A beta-arrestin complementation; percent of 30 µM serotonin response; activation, % at 7.6 µM; actives 0.66% (n = 360,000);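 active = activation above a run cutoff, the mean activation of all tested compounds plus 3 SD, cut at about 14% in these data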;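 also: 0% = plate median of compound wells and 100% = 30 µM serotonin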
# Cardio protect: cardioprotection against H2O2-induced cell death, primary screen, uHTS, H9c2 cells, ATPLite luminescence | actives 0.63% (n = 360,000) | H9c2 cardiomyocytes, H2O2 injury protection, 2 h | protection from H2O2 cell death, % at 20 µM;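 active = compounds giving at least 50% protection of heart cells from peroxide-induced death in the single-dose screen, raw or plate-pattern-corrected value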;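 also: 0% = DMSO wells with peroxide and 100% = DMSO wells without peroxide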
# Exocytosis inh: LAMP-1 surface exposure blockers, TALL-104 cells – cell-based, flow cytometry, MLPCN library, primary screen | TALL-104 LAMP-1 surface exposure; cells stimulated with thapsigargin and PMA | inhibition, % at 10 µM | actives 0.66% (n = 360,000);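 active = inhibition above about 55%, limit read from the data; inconclusive = no clear call, values can overlap the other calls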
# The depositor's hits bear a star; u = inconclusive; x = not tested or not shown.
SMILES,Glyco luc inh,CaV13 ICDI inh,ABCB6 inh MLPCN,iPSC survival up,Vif imaging,aDG glyco act,PDI inh,HTR2A ag,Cardio protect,Exocytosis inh
Cc1cc(C(=O)OCC(=O)NC(C)c2ccc(F)cc2)c(C)o1 (centres undefined),3,-3,93,-0.7,-4,0.0,-3,-4,-1,4
CCN(CC)S(=O)(=O)c1cc(C(=O)Nc2cc(S(=O)(=O)N3CCOCC3)ccc2N2CCCC2)ccc1F,-2,x,102,0.9,-5,-0.4,0,-5,6,7
COc1ccc(-c2c(-c3ccc(OC)c(C)c3O)n[nH]c2C)cc1,0,-3,97,-0.4,-4,-0.1,1,6,-3,21
CCCCN(C)Cc1cc(=O)oc2ccc3ccccc3c12,0,-1,96,-0.6,-6,0.0,13,9,-2,8
CCOc1ccc(C(=O)CCc2nc3ccccc3s2)cc1,-6,-6,92,1.5,4,-0.2,-5,21*,-2,-7
CCc1ccc(S(=O)(=O)NCc2csc(-c3cccnc3)n2)s1,-2,14,90,0.7,2,0.1,x,-7,-3,8
O=C(NC(=S)Nc1cccc(NC(=O)c2ccc(Cl)cc2Cl)c1)c1cccs1,0,-8,82,-0.8,-4,-0.1,2,-2,-1,-2
CCOc1ccc2[nH]c(=O)c(C(c3nnnn3CCOC)N3CCOCC3)cc2c1 (centres undefined),1,x,103,2.7,x,-0.1,-2,1,7,0
O=C(/C(=C(/[O-])c1ccccc1)[n+]1ccccc1)c1ccc([N+](=O)[O-])cc1,4,-3,87,0.2,13,-0.3,2,1,1,1
CCCN(Cc1nnc(-c2ccccc2Cl)o1)C(=O)c1cc2ccccc2o1,-2,-8,90,0.3,-1,0.1,4,2,-13,7
O=C(CN1CCC(NC(=O)Nc2ccccc2)CC1)Nc1ccccc1F,-1,-3,95,-0.2,u,0.0,-2,1,2,13
COc1cc(CNCCc2ccc(F)cc2)ccc1OCc1ccc(Cl)nc1,-2,-4,101,-1.0,-22,0.3,-5,-8,1,23
O=C(NC1CCCCC1)C(c1ccncc1)N(C(=O)c1csnn1)c1ccc(F)cc1 (centres undefined),5,-5,85,0.2,-5,0.1,10,0,-2,15
CNC(=O)[C@@]1(Cc2ccccc2)C=C[C@@H](C)N1C(=O)OC,-1,-11,103,-2.5,x,0.0,-5,0,4,7
COc1ccccc1/C=C1/C(=O)ON=C1C,4,-6,98,0.0,-1,0.2,2,-3,5,-1
COc1ccc(C(CNC(=O)c2cccc(S(=O)(=O)Nc3ccc(F)cc3)c2)N2CCCC2)cc1 (centres undefined),-4,-4,100,-0.6,-13,0.1,-1,-11,3,9
O=C(CC[C@H]1O[C@@H](n2ccc(=O)[nH]c2=O)[C@H](O)[C@@H]1O)NCC(c1ccccc1)c1ccccc1,0,-4,97,-0.5,0,-0.2,x,-2,3,4
CN(C)CCCNC(=O)CCc1nc2ccccc2c(=O)[nH]1,4,-6,98,-1.4,0,-0.2,-17,8,27,-2
Cc1ccc(OC(=O)c2ccccc2)cc1C,1,-5,94,1.4,27,-0.1,16,-5,-4,6
CN(C(=O)c1ccco1)c1nc(CC(=O)Nc2ccccc2)cs1,0,-1,91,1.9,7,0.1,-2,1,3,-1
COCCN(CCOC)C(=O)c1sc2nc(-c3ccccc3)cn2c1C,1,-5,98,1.4,4,0.2,-5,0,0,2
COc1cccc(CN2CCN(Cc3ccc(C)o3)CC2CCO)c1 (centres undefined),1,3,102,0.2,5,0.0,-1,-1,6,-2
Cn1c(=O)cc(N2CCc3ccccc32)[nH]c1=O,2,-5,97,-2.5,-3,-0.3,x,3,11,3
C=CCNC(=O)c1cc(-c2ccccc2)sc1N,x,-7,x,x,x,0.1,x,-2,x,5
C/C(=N/NC(=O)c1ccco1)c1ccc(NC(=O)c2ccc(Br)o2)cc1,0,-7,101,0.7,1,-0.1,-2,-7,29,9
CC(=O)c1cccc(OCc2cc(C(=O)N(C)CCC3CCOCC3)no2)c1,0,-3,104,-0.2,-3,0.2,-3,-1,2,0
O=C(c1ccc(CS(=O)Cc2ccc(Cl)cc2)o1)N1CCN(C2CCCCC2)CC1 (centres undefined),-4,-6,96,-2.1,24,-0.1,9,1,3,2
Cc1[nH]c2ccc(Br)cc2c(=O)c1CN1CCCCC1,2,-5,94,-0.9,5,-0.3,10,1,-2,0
O=C(C1=C(O)C(=O)N(CC2CCCO2)C1c1ccccc1)c1ccco1 (centres undefined),-1,-3,101,1.8,-5,0.0,5,8,-1,-9
CN(C)S(=O)(=O)c1ccc2oc(SCC(N)=O)nc2c1,-1,-5,105,0.7,-3,-0.4,3,11,9,-2
O=C(/C=C/c1cccc([N+](=O)[O-])c1)NCCc1ccc(F)cc1,1,-2,98,-1.6,-2,0.7,0,0,11,14
CC(C)(C)C1CCc2c(sc(NC(=O)c3cc(C4CC4)on3)c2C#N)C1 (centres undefined),-1,-6,97,1.6,-11,0.0,x,0,-19,-13
C=CCn1c(SCC(=O)Nc2sc3c(c2C#N)CCC3)nnc1C1COc2ccccc2O1 (centres undefined),-3,0,102,1.7,-8,0.1,-2,2,-11,4
COc1ccc(CN2C(=O)C(CC(=O)NCCCN(C)C)CC(C(=O)N(C)C)=C2C)cc1 (centres undefined),2,-3,99,2.6,0,0.3,-2,-4,13,0
O=C(NCCc1ccc2c(c1)OCCO2)c1cccc(S(=O)(=O)N2CCCC2)c1,0,-2,97,-1.0,10,0.3,8,0,0,0
Cc1ccc(NC(=O)NC(=O)CN2CCCC2c2ccc3c(c2)OCCO3)cc1C (centres undefined),1,-2,106,0.0,-3,0.0,1,-4,-8,11
COc1ccc(OCCCSc2ncccn2)cc1,-3,x,96,-1.7,-2,0.0,10,-2,-5,-4
Cc1ccccc1C(=O)c1cccn1CC(=O)NCc1ccco1,1,-7,91,5.2,15,0.9,-18,1,6,-2
CCN1C(=NCCN2CCOCC2)N[C@@H](c2ccccc2)C(C(=O)OC)=C1C,0,-4,93,2.4,2,2.1,-7,2,5,-6
CCOC(=O)CCCCCC(=O)Nc1ccc2c(c1)C(=O)N([C@@H](C)CO)C[C@H](C)[C@H](CN(C)C(=O)Nc1ccc(C(F)(F)F)cc1)OCCCC[C@H](C)O2,-1,-5,102,4.3,15,0.0,-5,12,0,-4
COc1ccccc1/C=N/NC(=O)CC(=O)Nc1ccc(Cl)c(Cl)c1,0,-12,95,-4.8,1,0.5,7,-2,-3,-4
COc1cc(C2c3[nH]c4ccccc4c3CCN2Cc2cn(C)nc2C)ccc1F (centres undefined),1,0,99,-0.2,-2,0.1,0,0,-3,1
CN1C[C@H]2CON(C)[C@H]2C[C@H]1c1cccc(-c2ccccc2)c1,1,-7,99,0.6,x,-0.2,-14,1,0,-2
CCOc1ccc(C(CC(=O)O)NC(=O)COc2ccccc2)cc1 (centres undefined),1,-4,103,-2.6,13,-0.1,2,-1,-11,-2
OCCCNc1ncnc2c1ncn2[C@H]1CN(C2CCCC2)C[C@@H](CO)O1,-1,-8,97,-0.3,u,-0.2,-4,8,1,-26
O=C(NCCCN1CCOCC1)c1cc(-c2ccc3c(c2)OCO3)nc2ccccc12,1,-6,102,-0.9,x,-0.1,-1,-1,6,-8
COc1ccccc1CNC(=O)C/C(C)=N/NC(=O)Cc1ccc(Cl)cc1,-1,-5,96,-0.5,-1,-0.1,-10,-7,5,1
COc1cc2c(cc1OC)CN(CC(=O)Nc1ccc3c(c1)OC(F)(F)O3)CC2,3,-4,101,-3.1,-1,-0.1,0,-5,7,4
COc1cc(S(=O)(=O)N2CCN(c3ccccc3F)CC2)ccc1Cl,-4,-5,97,-2.8,-6,0.1,-5,6,-12,-2
O=C(OCC(=O)N1CCN(C(=O)c2ccco2)CC1)c1ccccc1,0,-2,98,-0.8,3,1.6,-5,1,8,0
CCOC(=O)NC(=S)Nc1ccc(OC)cc1,-1,0,96,0.4,6,-0.2,0,-1,-1,1
Cc1ccc(NC(=S)NCC2CCCO2)cc1 (centres undefined),-1,x,175,-2.1,x,0.2,-12,1,-2,1
CC(C)(C)CC(C)(C)N=C1Nc2ccccc2NC12C[C@H]1CCC(=O)N3CC[C@@H](C2)[C@@H]13 (some centres undefined),0,-10,99,-0.7,0,0.0,-2,-4,-1,2
Cn1ncc2c(N3CCOCC3)ncnc21,1,x,103,-1.9,-1,-0.1,-7,-2,7,8
COC1(OC)C(=N/O)/C(=N\O)CCC1O (centres undefined),3,-8,99,-0.8,21,-0.1,7,0,10,0
COc1ccc(C(=O)NCC(=O)OCc2cccc(Br)c2)cc1,3,-9,97,0.1,-1,0.0,0,0,-1,1
COc1ccc(C)cc1NC(=O)c1cc(-c2ccccc2)nc2c1cnn2C(C)C,-1,-6,94,0.8,-3,-0.4,-2,1,-3,-4
COc1cccc(OCc2cc(C(=O)N3CCCC3c3ccccn3)no2)c1 (centres undefined),-1,-6,95,0.4,3,0.0,1,-8,2,0
CCOc1ccc(CCNC(=O)CCn2cccc2)cc1OCC,-1,x,105,2.9,-6,0.1,3,1,3,-2
Cn1cnnc1SCc1ccccc1[N+](=O)[O-],0,-17,97,2.8,5,-0.1,-7,1,2,1

# Sorted by the number under PDI inh (largest number first): 3 from the list above.
canonical_smiles | Glyco luc inh | CaV13 ICDI inh | ABCB6 inh MLPCN | Vif imaging | aDG glyco act | PDI inh | HTR2A ag | Exocytosis inh
CCOC(=O)NC(=S)Nc1ccc(OC)cc1 | -1 | 0 | 96 | 6 | -0.2 | 0 | -1 | 1
CC(=O)c1cccc(OCc2cc(C(=O)N(C)CCC3CCOCC3)no2)c1 | 0 | -3 | 104 | -3 | 0.2 | -3 | -1 | 0
Cc1ccccc1C(=O)c1cccn1CC(=O)NCc1ccco1 | 1 | -7 | 91 | 15 | 0.9 | -18 | 1 | -2

# Other entries follow:
SMILES,Glyco luc inh,CaV13 ICDI inh,ABCB6 inh MLPCN,iPSC survival up,Vif imaging,aDG glyco act,PDI inh,HTR2A ag,Cardio protect,Exocytosis inh
OCCNc1nc(Nc2ccccc2O)nc(N2CCCC2)n1,5,-5,100,0.6,1,0.1,2,6,-1,-12
C=CCn1c(SCC(=O)NC2CCCCC2)nnc1-c1ccccn1,-1,-4,102,-0.5,-7,-0.2,-4,14*,5,-3
CCCCn1c(N)c(N(CC(C)C)C(=O)c2ccc(F)c(S(=O)(=O)N3CCOCC3)c2)c(=O)[nH]c1=O,-1,-2,96,-0.4,17,0.0,-5,-5,3,-4
CN(C)CCCN(C(=O)c1ccc2c(c1)OCCO2)c1nc2ccc(Cl)cc2s1,-6,-3,90,-0.3,4,1.3,8,-6,1,9
O=C(Nc1nccs1)C1CCCN1S(=O)(=O)c1cccc2cccnc12 (centres undefined),2,-1,100,1.7,-7,-0.2,6,-2,1,2
COc1ccccc1CNC(=O)Cn1cnnn1,0,-19,105,-0.6,-10,-0.2,1,-2,1,5
